# Jurkat NFkB inh: inhibitors of the PMA/ionomycin-induced NF-kB reporter in Jurkat cells | inhibition, % at 4 µM | hit rate 0.53% among 330,000 | PMA/ionomycin-induced NF-kB luciferase reporter, luminescence; in the data active = inhibition above about 50%
# TIM10 inh: inhibits growth of TIM10 yeast strain; S. cerevisiae TIM10 strain growth, BacTiter-Glo luminescence, 24 h; inhibition, % at 10 µM; hit rate 1.4% among 330,000; AID 463195;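 active = inhibition of 40% or more at the single tested concentration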;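 note: wild-type TIM10 isogenic control strain grown at permissive 25 °C; 0% = DMSO yeast wells and 100% = minimal medium wells without yeast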
# 697 NFkB inh: lowers PMA/ionomycin-induced NF-kB signal in 697 B cells; hit rate 0.33% among 330,000; inhibition, % at 4 µM; AID 435022; 697 B-cell NF-kB luciferase reporter, 16 h; in the data active = inhibition above about 35%
# tim10-1 inh: growth inhibitors of tim10-1 mutant yeast; S. cerevisiae tim10-1 ts strain growth, BacTiter-Glo, 24 h; inhibition, % at 20 µM; hit rate 2.2% among 330,000; AID 463190;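 active = inhibition of at least 40%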;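 note: mutant grown at 25 °C; 0% = DMSO wells with yeast and 100% = wells holding no yeast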
# tim23-1 inh: inhibits growth of tim23-1 mutant yeast; S. cerevisiae tim23-1 growth, BacTiter-Glo luminescence, 24 h; inhibition, % at 20 µM; hit rate 1.3% among 330,000; AID 463212;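 active = growth inhibition of the mutant yeast at or above 50%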;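 note: temperature-sensitive mutant grown at 25 °C; plate controls were DMSO-treated mutant yeast for no effect and medium wells lacking yeast for full effect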
# UPR CHOP act: apoptotic UPR (CHOP) activation | CHO-CHOP luciferase reporter, luminescence; percent of tunicamycin response over DMSO baseline | activation, % at 10 µM | hit rate 0.34% among 330,000;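 active = at 10 µM dose, activation of 40% or more, normalized to positive control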;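 note: 100% = tunicamycin at 10 µg/mL and 0% = DMSO alone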
#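 Test system: CHO-CHOP cells, stable luciferase reporter of PERK-eIF2a-CHOP signalling | Quantity: 500 CHO-CHOP cells per well | Buffer or medium: F12 plus 10% serum | Compound dosing: 10 µM single point, 0.5% DMSO | Schedule: 6 h compound treatment, 37 °C | Signal: Luciferase luminescence | Control set: Tunicamycin high control, DMSO low control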
# UPR XBP1 act: activators of adaptive arm of unfolded protein response (XBP1); CHO-XBP1 luciferase reporter, IRE1-XBP1 UPR activation, luminescence; percent of tunicamycin response, DMSO as zero; activation, % at 20 µM; hit rate 0.33% among 330,000; AID 463104;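 active = versus positive control, 20 µM dose yields 30% or more activation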;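 note: 100% = tunicamycin at 10 µg/mL and 0% = DMSO only wells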
#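 Test system: CHO-XBP1 luciferase reporter cells | Buffer or medium: Serum-containing F12 medium, 10% FBS | Schedule: 6 h compound exposure at 37 °C, 5% CO2 | Detection: Steady-Glo luciferase glow luminescence, 10 min after reagent addition | Read-out basis: Activation, % of tunicamycin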
# Mdm2 MdmX PPI: disrupts the human Mdm2-MdmX interaction | SaOS-2 split-luciferase Mdm2/MdmX complementation, luminescence | inhibition, % at 8 µM | hit rate 3% among 330,000;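 active = inhibition of at least 50% at 8 µM in the primary screen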
# Target sequence (O15151 whole entry, looked up): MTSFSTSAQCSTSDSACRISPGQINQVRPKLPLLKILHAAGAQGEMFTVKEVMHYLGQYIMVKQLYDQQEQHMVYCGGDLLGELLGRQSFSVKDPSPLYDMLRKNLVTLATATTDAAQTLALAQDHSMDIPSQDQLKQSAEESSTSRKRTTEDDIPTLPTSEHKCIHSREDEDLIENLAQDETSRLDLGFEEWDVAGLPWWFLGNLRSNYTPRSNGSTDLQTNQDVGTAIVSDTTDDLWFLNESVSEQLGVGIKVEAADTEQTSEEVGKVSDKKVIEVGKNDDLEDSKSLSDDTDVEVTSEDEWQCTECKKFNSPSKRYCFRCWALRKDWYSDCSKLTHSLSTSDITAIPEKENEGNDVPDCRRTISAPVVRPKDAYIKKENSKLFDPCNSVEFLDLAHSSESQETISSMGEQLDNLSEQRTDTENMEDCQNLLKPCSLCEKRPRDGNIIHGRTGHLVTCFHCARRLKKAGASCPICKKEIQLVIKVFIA
# Target sequence (Q00987 whole entry, looked up): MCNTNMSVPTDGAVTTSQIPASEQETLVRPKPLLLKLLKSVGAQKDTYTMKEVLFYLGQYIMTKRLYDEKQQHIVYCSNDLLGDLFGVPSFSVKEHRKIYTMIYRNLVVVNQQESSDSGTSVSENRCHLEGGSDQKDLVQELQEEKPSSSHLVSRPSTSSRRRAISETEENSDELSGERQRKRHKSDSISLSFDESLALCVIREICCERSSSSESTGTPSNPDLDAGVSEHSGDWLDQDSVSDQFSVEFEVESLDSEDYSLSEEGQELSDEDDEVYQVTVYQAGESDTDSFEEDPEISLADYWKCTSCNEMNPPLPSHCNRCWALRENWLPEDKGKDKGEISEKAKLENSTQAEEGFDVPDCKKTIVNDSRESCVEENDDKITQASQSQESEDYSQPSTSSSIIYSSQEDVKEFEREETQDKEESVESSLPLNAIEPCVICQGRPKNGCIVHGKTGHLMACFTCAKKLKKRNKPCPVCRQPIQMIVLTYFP
# The depositor's hits bear a star; & = joins results of further samples.
nr	canonical_smiles	Jurkat NFkB inh	TIM10 inh	697 NFkB inh	tim10-1 inh	tim23-1 inh	UPR CHOP act	UPR XBP1 act	Mdm2 MdmX PPI
1	CCCc1c(C(=O)Nc2cc(C(C)(C)C)on2)cnn1-c1ccccc1	3.9	-3.7	7.4	-2.9	6.4	-0.6	-1.6	2.1
2	CCN(CC)c1ccc(S(=O)(=O)N2CCOCC2)cc1NC(=O)CSc1nncn1C	-3.1	-0.5	8.1	-7.2	8.2	-0.8	5.6	6.9
3	S=C(c1ccc(-c2ccc(Br)cc2)o1)N1CCOCC1	-91.7	14.8	-116.3	9.2	15.2	6.2	2.9	-159.8
4	COc1ccc(CNC(=O)C2CCCN(S(=O)(=O)c3cnc[nH]3)C2)cc1 (stereo not drawn)	5.4	10.0	-7.0	-2.2	7.5	2.3	0.3	10.7
5	Fc1ccc(C2=NOC(c3nnc(-c4ccccc4)o3)C2)cc1 (stereo not drawn)	12.7	-7.3	13.6	-7.6	-4.2	-0.6	2.3	1.9
6	O=C(CCCOc1ccc(Cl)cc1Cl)N1CCN(c2ccccn2)CC1	5.9	17.3	10.6	19.1	15.6	2.5	1.6	-9.5
7	CCN1C(=O)C(CC(=O)Nc2ccc(OC)cc2)N(CCc2ccc(OC)cc2)C1=S (stereo not drawn)	5.6	4.6	-25.4	47.2*	48.1	-0.6	-3.7	-8.4
8	C=CCc1cccc(C=Nc2cccn3cc(-c4ccccc4)nc23)c1O	-25.3	26.1	-31.6	28.5	25.2	4.3	8.8	-12.6
9	COc1ccc(C(=O)OCC(=O)N2CCN(C(=O)c3ccco3)CC2)cc1OC	9.8	2.5	12.0	-7.9	1.1	-1.6	-2.8	14.6
10	O=C(C1CCN(S(=O)(=O)c2cccnc2)CC1)N1CCCCC1	-2.7	0.1	10.8	-24.2	-4.4	-1.5	1.1	14.4
11	Cc1ccc(CN2C(=O)S/C(=C\c3ccccc3OCC(=O)O)C2=O)cc1	6.1	10.2	5.4	6.3	20.1	-1.8	1.6	-10.4
12	Cc1cccn2c(=O)c3cc(C(=O)NCc4cccnc4)c(=N)n(CC4CCCO4)c3nc12 (stereo not drawn)	-16.8	-17.9	2.1	8.4	10.7	-1.6	3.6	24.3
13	CCN(CC)S(=O)(=O)c1ccc(C(=O)N(c2ccc(C)cc2)C2C=CS(=O)(=O)C2)cc1 (stereo not drawn)	-9.7	-5.1	-13.3	-5.0	16.4	0.8	-1.1	-7.4
14	COc1ccc(OC)c(N2C(=O)CC(Cc3ccc(C)cc3)C2=O)c1 (stereo not drawn)	-4.9	-9.1	0.1	37.6	3.7	2.1	-1.7	-12.2
15	O=C(Nc1ccccn1)c1ccc(Cl)c(S(=O)(=O)N2CCOCC2)c1	6.4	-0.2	-25.4	6.6	-5.2	1.2	-4.8	14.0

# Arranged by the number under Mdm2 MdmX PPI (descending): 3 from the list above
cpd	Structure	Jurkat NFkB inh	TIM10 inh	697 NFkB inh	UPR XBP1 act	Mdm2 MdmX PPI
15	O=C(Nc1ccccn1)c1ccc(Cl)c(S(=O)(=O)N2CCOCC2)c1	6.4	-0.2	-25.4	-4.8	14.0
1	CCCc1c(C(=O)Nc2cc(C(C)(C)C)on2)cnn1-c1ccccc1	3.9	-3.7	7.4	-1.6	2.1
14	COc1ccc(OC)c(N2C(=O)CC(Cc3ccc(C)cc3)C2=O)c1 (stereo not drawn)	-4.9	-9.1	0.1	-1.7	-12.2

# Later entries.
nr	canonical_smiles	Jurkat NFkB inh	TIM10 inh	697 NFkB inh	tim10-1 inh	tim23-1 inh	UPR CHOP act	UPR XBP1 act	Mdm2 MdmX PPI
16	O=C(c1cccs1)N1CCN(C(=O)c2cn(-c3ccccc3)nc2-c2ccccc2)CC1	-25.4	6.8	-12.8	8.8	15.4	1.6	2.5	0.3
17	Cc1ccc(-c2csc(NC(=O)CN3CCOCC3)n2)cc1C	11.7	21.1	-2.5	16.4	13.4	2.7	-4.5	4.4
18	CC(C)(C)c1cc(C(=O)N/N=C/c2ccc(O)cc2)n(-c2ccccc2)n1	0.3	20.0	-9.8	16.7	25.2	3.9	-3.0	-5.3
19	COc1ccccc1C(=O)NCCC(=O)N1CCN(C(C)=O)CC1	8.3	4.6	7.4	12.5	5.8	1.0	-4.9	5.6
20	O=C(Nc1ccc(Cl)cc1)Nc1ccon1	40.9	5.1	-26.3	-1.1	-3.1	1.0	-1.8	21.0
21	CC(=O)OCC(OC(C)=O)C(OC(C)=O)C(OC(C)=O)C(=O)Nc1ccc(C)cc1C (stereo not drawn)	-9.8	3.5	5.5	2.8	15.3	0.2	2.0	3.5
22	O=C(CSc1nnc(-c2cccs2)o1)N1CCc2ccccc21	-5.0	8.4	2.7	25.8	-3.1	1.4	2.3	11.8
23	CN(C)c1cc2c(c(N(C)C)c1)C(=O)c1ccccc1C2=O	-16.3	16.9	6.0	44.1*	24.2	2.9	1.7	39.9
24	Cc1cccc(C)c1OCc1cc(C(=O)N2CCC[C@H]2C(N)=O)no1	9.5	3.5	9.0	1.5	10.8	1.5	-4.5	7.7
25	CCOC(=O)N1CCN(C(=O)c2cc3cc(F)ccc3[nH]2)CC1	-13.6	-11.5	-3.4	16.9	12.7	-1.0	-2.3	17.5
26	Cc1cccc(C)c1NC(=O)CN	1.7	-5.2	-5.4	-3.1	1.6	0.8	0.1	8.3
27	OCC1CCCN(C2CCN(Cc3nc(Cc4cccc(C(F)(F)F)c4)no3)CC2)C1 (stereo not drawn)	-13.2	-5.6	-20.8	15.2	11.3	-0.5	-1.7	-12.6
28	Cc1ccc(-c2csc(N=C(N)N)n2)cc1	-48.4	-6.0	-56.5	4.4	11.1	7.2	3.8	-21.0
29	Cc1cc(C)c(S(=O)(=O)Cc2ccccc2)c(OC(C)C)n1	1.9	31.0	12.3	16.1	31.6	0.9	-0.9	4.1
30	O=C(Nc1nnc(SCc2ccc(F)cc2)s1)C1=COCCO1	-11.7	12.2	-14.1	11.1	31.8	3.3	0.8	-29.7
31	O=C(NCCCNC(=O)c1ccc(Cl)cc1Cl)c1cnccn1	11.8	-7.1	4.8	9.5	4.0	-0.3	-2.4	8.2
32	CCCC(=O)Nc1nn(CCC)c2nc3ccccc3cc12	-0.1	5.0	-11.7	31.4	28.5	-0.5	1.5	-0.8
33	CC(NC(=O)c1ccc([N+](=O)[O-])o1)C12CC3CC(CC(C3)C1)C2 (stereo not drawn)	2.7	44.9*	-3.9	-6.0	61.4*	84.7*	-4.9	43.9
34	O=C(Nc1ccc(N2CCCC2)cc1)c1cccc(F)c1	-136.3	9.4	-327.3	19.9	16.1	-0.8	-1.5	-98.6
35	c1ccc2c(c1)oc1c(NCCCN3CCOCC3)ncnc12	-0.2	-6.4	-8.2	-7.3	0.2	5.9	1.7	12.3
36	C=CCN1C(=O)N(c2ccc(Cl)cc2)C(=O)C1CC(=O)Nc1ccc(F)cc1 (stereo not drawn)	5.9	1.3	23.9	13.1	15.6	1.3	-0.3	-11.1
37	Cc1cccc(CS(=O)(=O)c2ncc(CO)n2C)c1	-21.6	-5.9	6.1	5.9	-3.8	1.1	4.5	11.5
38	CCOc1cc(C(=O)OC(C)C(=O)Nc2ncc(Cl)cc2Cl)ccc1OCC(=O)N1CCOCC1 (stereo not drawn)	5.2	-1.3	-2.4	9.9	12.5	-2.0	3.5	7.8
39	Cc1noc(C)c1CN(C(=S)NC(C)C)c1ccccc1	9.0	6.7	-17.5	23.9	15.7	1.9	-2.0	15.8
40	O=[N+]([O-])c1ccc(Cn2cc(-c3cccc(C(F)(F)F)c3)nn2)cc1	29.5	19.6	17.1	46.6*	49.1	0.9	-2.8	9.0
41	O=C1C=C(NCCNc2c(F)c(F)c(CO)c(F)c2F)CCC1	6.3	-2.4	13.5	-0.8	10.7	0.4	-2.6	-0.8
42	Cc1cc(C(=O)COC(=O)c2ccc(O)cc2)c(C)n1-c1ccccc1F	-37.1	1.4	-113.9	18.0	1.6	0.8	-1.0	56.8*
43	O=C1CC2(CCN(C(=O)c3ccccc3Br)CC2)Oc2ccccc21	6.2	4.4	-5.9	11.3	19.7	-0.9	-1.4	2.1
44	Fc1ccc(C2C3=C(Nc4ncnn42)c2ccccc2OC3c2ccncc2)cc1 (stereo not drawn)	10.3	22.4	1.9	27.7	22.5	2.2	1.0	17.4
45	CCOC(=O)c1c(NC(=O)CSc2nc3c(c(=O)n(C)c(=O)n3C)n2C(C)C)sc(C)c1C	-18.9	-3.0	1.4	15.1	3.7	-0.5	-0.1	-5.4
46	COC(=O)C1=C(C)NC(C)=C(C(=O)OC)C1C1CC=CCC1 (stereo not drawn)	-9.7	3.7	1.8	1.6	12.3	0.5	-0.2	30.1
47	CN1CCc2c(c3c(n2C)CCN(C)[C@@H]3c2cccnc2)[C@H]1c1cccnc1	-8.9&1.0	0.7&-5.4	16.7&-7.5	-24.3&0.6	-0.5&0.5	-3.2&-2.2	-1.1&0.9	-1.4&3.6
48	O=C(NCCCN1CCCC1=O)C1CCC(CNS(=O)(=O)c2ccc(Cl)cc2)CC1 (stereo not drawn)	-5.2	9.0	2.3	9.7	8.9	-0.7	0.8	13.1
49	O=C1CC(c2ccc(F)cc2)CC2=C1C=Nc1ccccc1N2 (stereo not drawn)	9.1	28.3	-11.0	17.4	0.9	0.2	-2.3	31.7
50	CSc1ncccc1C(=O)OCC(=O)c1ccc(Br)s1	1.6	-3.8	1.8	6.3	6.5	2.4	6.1	2.5
51	COc1ccc(S(=O)(=O)N2CCCC(C(=O)N3CCOCC3)C2)cc1C (stereo not drawn)	-3.1	2.1	19.3	2.5	-2.3	0.4	-2.8	-3.3
52	O=C(Nc1cccc(S(=O)(=O)NC2=NCCCCC2)c1)c1ccc(Cl)cc1	19.8	-9.8	-44.9	9.2	7.5	0.1	-4.5	30.0
53	OC(c1ccccc1)(c1ccccc1)C1CCN(C(=S)NCCc2ccccc2)CC1	-1.0	21.3	-11.1	21.6	12.1	0.8	-3.1	5.8
54	COC(=O)c1ccc(N=Nc2c(C)[nH]n(-c3ccccc3)c2=O)cc1	16.4	-6.3	6.8	-14.4	-9.2	-1.1	-3.7	13.0
55	Cc1ccc(S(=O)(=O)N2CCN(C(=O)CN3C(=O)c4ccc([N+](=O)[O-])cc4C3=O)CC2)cc1C	0.6	-4.1	16.4	-2.0	-1.2	1.3	-0.5	-5.4
56	Cc1n[nH]c(C)c1S(=O)(=O)N1CCCC(C(=O)N2CCN(c3ccc(Cl)cc3)CC2)C1 (stereo not drawn)	9.9	3.6	-14.8	13.3	12.4	-0.6	-3.7	19.0
57	COc1cccc(NC(=O)c2ccc(N3C(=O)C4CCC(C)CC4C3=O)cc2)c1 (stereo not drawn)	-2.2	-0.8	-10.4	-4.4	9.8	-1.1	-4.4	-16.7
58	CC(NC(=O)C(=S)N1CCN(C)CC1)c1ccccc1 (stereo not drawn)	0.3	0.2	11.9	7.2	3.8	-1.7	1.1	1.6
59	COc1cccc(NC(=O)Nc2cccs2)c1	-11.0	12.3	4.0	-1.6	-4.4	3.1	4.8	-35.1
60	O=C(CC1CCCC1)Nc1ccc2c(c1)CCC2	-61.9	8.1	-50.8	9.7	27.7	5.5	4.2	-42.7
61	CC(C)(CC(=O)O)CC(=O)N1CCCN(c2nccc(C(F)(F)F)n2)CC1	-17.0	0.0	8.6	14.4	7.0	3.5	1.2	-7.8
62	Cc1ccc(NC2c3ncccc3C(=O)N2Cc2ccco2)c(C)c1 (stereo not drawn)	-10.0	-3.3	-9.5	1.9	10.3	1.1	-0.3	3.9
63	COc1ccc(CNC(=O)C[C@H]2C(=O)N(C3CCCCC3)C[C@@H]2Cc2ccccc2)cc1	16.1	12.8	18.6	12.4	22.7	-1.4	-2.6	-15.8
64	CCOC(=O)c1cc(-c2cccs2)nc2onc(C)c12	-5.3	-3.2	-15.6	20.3	-11.2	1.8	4.8	-15.7
